Assay outcomes: PubChem, National Center for Advancing Translational Sciences (NCATS)
FEN1 inh = inhibitors of human flap endonuclease 1; P39748; Recombinant FEN1 flap cleavage, fluorescence, 15 min; Potency, µM (titrated, usually from 114 µM), for the others: at the top dose activity change, negative = inhibition, most hits filed as inhibitors; 390,000 compounds, 0.35% hits; active = well fitted inhibition curve with a large enough effect; inconclusive = small, poorly fitted or top-dose-only effect; inactive = no such curve, though single readings can be large or run the other way; also: nearly all actives have a fitted effect of over 65% in size
Target sequence (P39748 whole entry, looked up): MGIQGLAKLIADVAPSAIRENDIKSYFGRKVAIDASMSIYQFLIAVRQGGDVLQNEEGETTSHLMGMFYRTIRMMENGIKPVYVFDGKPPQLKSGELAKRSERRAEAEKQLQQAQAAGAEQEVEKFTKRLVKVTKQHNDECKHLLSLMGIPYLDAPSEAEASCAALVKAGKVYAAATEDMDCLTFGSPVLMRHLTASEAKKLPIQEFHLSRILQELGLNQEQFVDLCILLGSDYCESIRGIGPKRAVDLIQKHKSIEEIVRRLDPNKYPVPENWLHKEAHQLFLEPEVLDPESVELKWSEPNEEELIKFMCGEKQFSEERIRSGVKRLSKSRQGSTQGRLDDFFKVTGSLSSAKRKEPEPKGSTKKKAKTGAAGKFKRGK
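In this screen, 50 nM flap DNA substrate was added to 10 nM FEN1 pretreated with compound for 15 min at room temperature; cleavage was followed with reads at 0 and 15 min, and Hill fitting gave concentration–response parameters.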
The depositor's hits bear a star; ? = inconclusive. % is scaled to controls: 0 for no effect and ±100 for the full control effect; potency is read from the fitted curve at half-maximal effect. An excerpt; the hit share may differ from the screen's.

1. O=[N+]([O-])c1cc(S(=O)(=O)Nc2ccccc2)ccc1Nc1ccccc1
  FEN1 inh = -24%
2. O=C(C1CCN(c2nc(-c3ccccc3)nc3c2CCC3)CC1)N1CCCC1
  FEN1 inh = 16%
3. COc1cc(C(=O)NCc2ccccc2Cl)ccc1OCC(=O)N1CCOCC1
  FEN1 inh = -6%
4. O=c1[nH]nc(Br)c(=O)n1C(c1ccccc1)c1ccccc1
  FEN1 inh = -4%
5. CCNS(=O)(=O)c1cc(-c2nnc(Nc3cccc(C(F)(F)F)c3)c3ccccc23)ccc1C
  FEN1 inh = 18%
6. COc1ccc(CN(C)C(=O)CNC(=O)c2sc3ccccc3c2Cl)c(OC)c1OC
  FEN1 inh = -20%
7. Cc1ccccc1CN1C(=O)[C@@H]2Cc3c([nH]c4ccccc34)C(C)(C)N2C1=O
  FEN1 inh = -7%
8. CCCCCCCN(c1ccccc1)C1C[C@H]2CCCC(=O)N3CC[C@@H](C1)[C@@H]23 (stereo partly drawn)
  FEN1 inh = 10%
9. Cc1nc(N)[nH]c(=O)c1CCCNS(=O)(=O)c1ccc([N+](=O)[O-])cc1
  FEN1 inh = 6%
10. CCC(C)C(N)C(=O)N1CCCC1C(=O)NC(C(=O)O)C(C)CC (stereo not drawn)
  FEN1 inh = 5%
11. C#CCOCCOCCOCCNc1nc(N2CCN(C(=O)C([C@@H](C)CC)n3cc(C(N)COC(=O)C(F)(F)F)nn3)CC2)nc(N2CCN(C(=O)[C@H](Cc3ccc(O)cc3)n3cc(C(N)[C@H](C)CC)nn3)CC2)n1 (stereo partly drawn)
  FEN1 inh = -9%
12. COc1ccc(C(O)(c2ccccc2)C(C(=O)O)c2ccccc2)cc1 (stereo not drawn)
  FEN1 inh = 8%
13. O=C(NN=Cc1cc(=O)[nH]c(=O)[nH]1)c1ccncc1
  FEN1 inh = 6%
14. O=[N+]([O-])c1ccc(O/N=[N+](\[O-])N2CCN(c3ncccn3)CC2)c([N+](=O)[O-])c1
  FEN1 inh = -21%
15. CN(C)c1ccc(/C=c2\[nH]c(=O)/c(=C\c3ccc(N(C)C)cc3)[nH]c2=O)cc1
  FEN1 inh = -1%
16. CC(=O)C1=CN(Cc2ccccc2)CCC1=O
  FEN1 inh = -11%
17. CN(CC(=O)Nc1ccc(Cl)c(C(F)(F)F)c1)C(=O)c1ccccc1SCC(=O)N1CCCC1
  FEN1 inh = 3%
18. C#CCN1N=C(c2ccc(C)cc2)CSC1=O
  FEN1 inh = -14%
19. CCN(CC)c1ccc(C=NNc2ccc([N+](=O)[O-])cn2)cc1
  FEN1 inh = -13%
20. CCC1(OC(=O)CN(C)C)C(=O)OCc2c1cc1n(c2=O)Cc2cc3c(N)cccc3nc2-1 (stereo not drawn)
  FEN1 inh = ?
21. C=C(CN(C)C)C(=O)c1cc(OC)c(OC)cc1OC
  FEN1 inh = 3%
22. COc1ncccc1C(=O)N1CCCC(N2CCN(c3ccc(F)cc3)CC2)C1 (stereo not drawn)
  FEN1 inh = -2%
23. CCCCc1nc2cc(C(=O)NCCc3c(C)n[nH]c3C)ccc2o1
  FEN1 inh = 1%
24. O=C1C(C=NCCCn2ccnc2)=C(O)c2ccccc21
  FEN1 inh = -6%
25. Nc1nc(=O)n(C2CCCO2)cc1Br (stereo not drawn)
  FEN1 inh = 2%

26. CCOc1ccc(C)cc1S(=O)(=O)Nc1cccnc1
  FEN1 inh = 19%
27. NS(=O)(=O)c1cccc(NC(=O)COC(=O)c2ccc(S(=O)(=O)N3CCOCC3)cc2)c1
  FEN1 inh = 2%
28. CCOc1ccc(CN2CCN(c3ncnc4sc5c(c34)CC(C)CC5)CC2)cc1 (stereo not drawn)
  FEN1 inh = 5%
29. CCOc1ccccc1NC(=O)CSc1nnc(N)s1
  FEN1 inh = 3%
30. CCOC(=O)Cn1c(COc2ccccc2OC)[n+](C)c2ccccc21
  FEN1 inh = 40%
31. Cc1nc(NC(=O)COC(=O)/C=C/c2ccco2)c(Cl)cc1Cl
  FEN1 inh = -4%
32. N#CC(=Cc1ccc(O)c(O)c1)C(=O)NCc1ccccc1
  FEN1 inh = -19%
33. O=C1c2ccccc2-c2cc([N+](=O)[O-])c([N+](=O)[O-])cc21
  FEN1 inh = ?
34. OCCN(Cc1ccccc1)Cc1ncccc1O
  FEN1 inh = 5%
35. CC1=C(C(=O)Nc2ccc(F)cc2)C(c2ccc(N(C)C)cc2)NC(=O)N1 (stereo not drawn)
  FEN1 inh = 11%
36. Nc1ccc2c(c1)C(=O)c1ccc(Cl)cc1-2
  FEN1 inh = -1%
37. CCOC(=O)N1C(=O)NC(=O)C1c1ccc(OC)cc1 (stereo not drawn)
  FEN1 inh = -2%
38. CCCOc1ccc(C(=O)Nc2ccccc2[N+](=O)[O-])cc1
  FEN1 inh = -12%
39. CN1CCN(S(=O)(=O)c2cccc([N+](=O)[O-])c2)CC1
  FEN1 inh = 9%
40. O=C(CN1CCC(NC(=O)C2CCCCC2)CC1)Nc1ccccc1
  FEN1 inh = 0%
41. O=c1oc(-c2ccccc2)c(-c2ccccc2)c2ccccc12
  FEN1 inh = -3%
42. c1ccc2c3c([nH]c2c1)CCCC3
  FEN1 inh = -1%
43. CCN(CC)C(=O)Cn1cc(S(=O)(=O)CC(=O)N2CC(C)OC(C)C2)c2ccccc21 (stereo not drawn)
  FEN1 inh = 7%
44. COc1cc(C(=O)Nc2cc(S(=O)(=O)N3CCOCC3)ccc2N2CCOCC2)cc(OC)c1C
  FEN1 inh = -7%
45. CN(Cc1ccccc1)Cc1c(O)ccc2c(=O)c(-c3ccccc3)c(C(F)(F)F)oc12
  FEN1 inh = ?
46. Cc1ccc(-c2nnc(Nc3ccc(O)cc3)c3ccccc23)cc1S(=O)(=O)NCc1nc2ccccc2[nH]1
  FEN1 inh = 1%
47. CC(=O)Nc1ccc(S(=O)(=O)N2CN(c3ccc(C)cc3)c3nc4ccccc4nc32)cc1
  FEN1 inh = -8%
48. Cc1cn(C2OC(CC(=O)Oc3ccccc3)C(O)C2O)c(=O)[nH]c1=O (stereo not drawn)
  FEN1 inh = -3%
49. CCOC(=O)C1=C(C)N(CCCCCC(=O)O)C(=O)NC1c1ccccc1OS(=O)(=O)c1ccc(C)cc1 (stereo not drawn)
  FEN1 inh = -22%
50. CN(N=Nc1nc[nH]c1C(=O)NN)C1CCCCC1
  FEN1 inh = 4%

51. O=C(Nc1cccc(C(=O)O)c1)/C(=C/c1ccccc1)NC(=O)c1cccc(Br)c1
  FEN1 inh = 0%
52. CCOC(=O)Nc1ccc(OC(=O)Oc2ccc(NC(=O)OCC)cc2)cc1
  FEN1 inh = -1%
53. CCOc1ccc(CCN2C(=S)N([C@@H](CC(C)C)CN3CCCC3CN3C(=S)NC[C@@H]3CC(C)C)C[C@@H]2CC(C)C)cc1 (stereo partly drawn)
  FEN1 inh = -18%
54. CN(C)/C=C1\C=Cc2ccccc21
  FEN1 inh = -19%
55. O=C(Oc1ccc(OC(=O)c2ccncc2)cc1)c1ccncc1
  FEN1 inh = -2%
56. C=CC[C@]12C=C(OC)C(=O)C(OC)=C1O[C@@H](c1ccc3c(c1)OCO3)[C@H]2C
  FEN1 inh = 1%
57. CCOC(=O)[C@@H]1[C@H]2COc3ccccc3[C@@H]2N2C(=O)N(c3cccc(F)c3)C(=O)[C@]12C
  FEN1 inh = -15%
58. Cn1c(=O)[nH]c(=O)c2c1nc(NCCc1ccccc1)n2Cc1ccc(F)cc1
  FEN1 inh = 6%
59. Nc1c(C(=O)Nc2ccc(C(F)(F)F)cc2)sc2nc(-c3cccs3)ccc12
  FEN1 inh = -6%
60. CC(=O)N(c1ccc(Cl)cc1)C1SC(=O)N(c2ccc(C)cc2)C1=O (stereo not drawn)
  FEN1 inh = -15%
61. CCOC(=O)c1cc(NC(=O)c2cccnc2)ccn1
  FEN1 inh = 5%
62. CC(=O)N(C)c1ccc(NC(=O)C(c2ccccc2)c2ccccc2)cc1
  FEN1 inh = 1%
63. CCOc1ccc2c(ccc(/C=C/c3cc(C)c4cccnc4c3O)[n+]2C)c1
  FEN1 inh = 8.9µM*
64. CC(=O)Nc1ccc(S(=O)(=O)Nc2cccc(-c3nc4cc(C)ccc4o3)c2)cc1
  FEN1 inh = ?
65. COc1ccc([C@H]2/C=C\CN(C(=O)c3ccccc3)[C@@H](C)C(=O)N2Cc2ccc(F)cc2)cc1
  FEN1 inh = -13%
66. COc1ccccc1Cn1c(-c2ccco2)nc2nc3ccccc3nc21
  FEN1 inh = -1%
67. COc1ccccc1CNCCS(=O)(=O)NCc1ccccc1OC
  FEN1 inh = -15%
68. CCOC(=O)N1CCN(C(=O)CSCC(=O)N=c2sc3cc(OC)ccc3n2C)CC1
  FEN1 inh = 16%
69. COc1ccccc1CN1[C@@H](CC(=O)O)c2cc(F)ccc2S1(=O)=O
  FEN1 inh = 14%
70. CC(C)C[C@H]1CN([C@@H](Cc2ccc(O)cc2)CN2CCC[C@@H]2CN2C(=O)C(=O)NC[C@@H]2Cc2ccccc2)C(=O)C(=O)N1CC1CCCCC1
  FEN1 inh = -2%
71. O=C(c1ccccc1)c1ccc(O)c(O)c1O
  FEN1 inh = ?
